Compound activity as filed in PubChem BioAssay.
CHT PAM = CHT positive allosteric modulators, primary screen, cell-based, membrane potential dye, choline EC20 | B-score at 10 µM | AID 488977, 2010 | CHT-expressing cells; hits give high values; LV-AA mutant CHT in HEK293 cells | 310,000 compounds, 0.49% hits;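 active = initial fluorescence not abnormally high and integrated response B-score, plate-corrected, over 3 SD above library mean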
Target sequence (Q9GZV3 whole entry, looked up): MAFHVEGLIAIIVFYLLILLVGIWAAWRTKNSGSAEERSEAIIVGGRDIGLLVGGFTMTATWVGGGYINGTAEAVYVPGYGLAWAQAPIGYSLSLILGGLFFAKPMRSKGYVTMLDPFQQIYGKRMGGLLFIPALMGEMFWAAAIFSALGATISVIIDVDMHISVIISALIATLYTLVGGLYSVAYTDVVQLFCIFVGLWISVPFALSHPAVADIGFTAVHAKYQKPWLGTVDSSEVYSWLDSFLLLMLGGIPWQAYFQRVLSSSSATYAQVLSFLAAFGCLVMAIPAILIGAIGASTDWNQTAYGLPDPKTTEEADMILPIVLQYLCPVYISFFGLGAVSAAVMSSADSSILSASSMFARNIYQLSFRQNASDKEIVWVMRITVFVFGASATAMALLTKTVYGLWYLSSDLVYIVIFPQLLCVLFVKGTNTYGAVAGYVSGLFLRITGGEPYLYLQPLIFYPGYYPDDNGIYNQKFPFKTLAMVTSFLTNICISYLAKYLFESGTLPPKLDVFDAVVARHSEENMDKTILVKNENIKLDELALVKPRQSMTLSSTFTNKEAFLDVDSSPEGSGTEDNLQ
OX1R antag-1 = antagonists of human orexin 1 receptor (OX1R). OX1R-expressing cells, FRET antagonist read-out. inhibition, % at 6.6 µM. 330,000 compounds, 1.8% hits. AID 485270, 2010; in the data active = inhibition mostly above about 38%, no sharp cut-off; inactive = mostly below about 40%;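 note: 0% = agonist challenge alone and 100% = reference antagonist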
Target sequence (O43613 whole entry, looked up): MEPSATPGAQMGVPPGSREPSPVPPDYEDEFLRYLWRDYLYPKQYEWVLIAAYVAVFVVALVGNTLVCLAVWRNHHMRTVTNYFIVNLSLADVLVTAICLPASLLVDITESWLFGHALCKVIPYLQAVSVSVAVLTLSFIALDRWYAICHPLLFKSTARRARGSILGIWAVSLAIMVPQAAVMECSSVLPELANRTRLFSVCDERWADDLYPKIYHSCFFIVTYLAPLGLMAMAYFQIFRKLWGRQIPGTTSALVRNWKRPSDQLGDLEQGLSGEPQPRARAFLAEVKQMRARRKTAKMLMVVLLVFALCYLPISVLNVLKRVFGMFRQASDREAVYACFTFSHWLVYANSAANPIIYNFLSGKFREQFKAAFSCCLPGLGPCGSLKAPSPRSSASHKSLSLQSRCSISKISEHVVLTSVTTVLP
OX1R antag-2 = OX1R (HCRTR1) antagonists, primary screen, fluorescence, CHO/OX1R cells, Fluo-8 calcium, orexin A. Orexin/Hypocretin receptor type 1 (Homo sapiens), O43613. AID 434989, 2010. 330,000 compounds, 0.43% hits. Fluo-8 calcium fluorescence. inhibition, % at 5 µM;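 active = inhibition above its plate's threshold, mean inhibition of all tested compounds on the plate plus 3 SD, cut at about 37% in these data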;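 note: 0% = orexin A challenge wells and 100% = SB-334867-A antagonist wells; not every result past the cut was called active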
The depositor's hits bear a star; i = inactive; . = no result given. Not a hit list; about 2.5% have a hit in one of these screens.

Start of the data: the first 4 compounds, ahead of the listing:
Values run as follows: CHT PAM, OX1R antag-1, OX1R antag-2
- CCOc1ccccc1/C=C/C(=O)N1CCN(C(=O)c2ccco2)CC1
    ., 5, -24
- CCCOc1nc(SCCC)nc2c1cnn2-c1ccccc1
    i, 12, -9
- NC(N)=N/N=C/c1cccc(Cl)c1Cl
    i, -5, -11
- COCCCn1c(SCC(=O)N2CCCCC2C)nnc1-c1ccco1 (centres undefined)
    i, 9, -20

The listing, repeating the preview:
Values run as follows: CHT PAM, OX1R antag-1, OX1R antag-2
- CCOc1ccccc1/C=C/C(=O)N1CCN(C(=O)c2ccco2)CC1
    ., 5, -24
- CCCOc1nc(SCCC)nc2c1cnn2-c1ccccc1
    i, 12, -9
- NC(N)=N/N=C/c1cccc(Cl)c1Cl
    i, -5, -11
- COCCCn1c(SCC(=O)N2CCCCC2C)nnc1-c1ccco1 (centres undefined)
    i, 9, -20
- O=C(CN1C(=O)C(=O)N(Cc2ccco2)C1=O)NC1CCCCC1
    i, 2, -10
- Cc1cccc(C)c1OCc1nnc(SCC(=O)Nc2ccccc2F)o1
    i, 6, -24
- COC(=O)N(C)CCCC1(C)C(=O)N(C)c2ccc(O)cc21 (centres undefined)
    i, 10, 6
- CC(=O)N1CCc2cc(S(=O)(=O)NCCC(=O)Nc3cc(C)cc(C)c3)ccc21
    i, 19, -19
- CCN(Cc1ccncc1)Cc1cn(C)nc1-c1ccc(Oc2ccccc2)cc1
    i, 18, -36
- COc1ccc(C)cc1S(=O)(=O)N(C)CC(=O)NCc1ccncc1
    i, 0, -4
- CC(C)c1nnc(NC(=O)C2CCCN2C(=O)Nc2ccc(F)cc2)s1 (centres undefined)
    i, 24, -35
- CCCCn1c(Nc2ccc(OC)cc2)nc2ccccc21
    i, 6, -25
- O=C(/C=C/c1ccccc1)NNC(=O)c1ccco1
    i, 6, -14
- CC(=O)Nc1ccccc1C(=O)C(=O)Nc1cccc(C(=O)NCc2ccccc2)c1
    i, 29, -2
- O=S(=O)(c1cccc2cnccc12)N1CCNCC1
    i, 8, -3
- Cc1ccc(CN2C(=O)N/C(=C/c3ccc4c(c3)n(C)c(=O)n4C)C2=O)cc1
    i, 26, 2
- O=C(CN(C(=O)CCC(=O)Nc1ccccn1)C1CCCC1)NCc1ccc(F)cc1
    i, 33, -36
- CCc1c(C)c(C#N)c2nc3ccccc3n2c1N(C)C
    i, 27, -21
- O=C(NNC(=S)Nc1ccccc1)Nc1ccccc1
    i, 23, -17
- CCOC(=O)c1c(NC(=O)CN2C(=O)NC3(CCCCC3C)C2=O)sc(C)c1C (centres undefined)
    i, 11, -37

One compound at a time (already shown). Order of values: CHT PAM | OX1R antag-1 | OX1R antag-2
`CCCCn1c(Nc2ccc(OC)cc2)nc2ccccc21` across the screens: i | 6 | -25
`CCc1c(C)c(C#N)c2nc3ccccc3n2c1N(C)C` across the screens: i | 27 | -21
`O=S(=O)(c1cccc2cnccc12)N1CCNCC1` across the screens: i | 8 | -3

Remaining list, next part
Values run as follows: CHT PAM, OX1R antag-1, OX1R antag-2
- Cn1c(=O)c2c(-c3ccc(C(C)(C)C)cc3)n(CC3CCCO3)cc2n(C)c1=O (centres undefined)
    i, 13, -36
- COc1cc2c(cc1OC)CN(CC(=O)NC(=O)NCc1ccccc1)CC2
    i, 14, -27
- Cc1ccccc1OCC(O)Cn1nnc2ccccc21 (centres undefined)
    i, 13, -4
- O=C(O)c1ccccc1S(=O)(=O)NCC(O)COC1CCCCC1 (centres undefined)
    i, 5, 6
- COc1cccc(C2=CC(c3cccc(OC)c3OC)n3nnnc3N2)c1 (centres undefined)
    i, 18, -4
- O=C(NCc1ccccc1Cl)C1(S(=O)(=O)c2ccc(Cl)cc2)CC1
    i, 12, -25
- COc1ccc(NC(=O)c2nc[nH]c2C(=O)N2CCN(C(=O)OC(C)(C)C)CC2)cc1
    i, 26, -12
- NC(=O)NC(=O)COC(=O)c1ccccc1OCc1ccc(F)cc1
    i, 13, -23
- O=C(NC1CCCC1)C(c1ccccc1)N(C(=O)c1ccno1)c1cccnc1 (centres undefined)
    i, 16, -22
- COC(=O)C1=C(C)N(Cc2ccccc2)C(=NCC(C)C)N[C@H]1c1cccc(F)c1
    ., 4, 29
- CCN(CC)CCOC(=O)c1ccc(NC(=O)COc2cc(=O)n(CC)c3ccccc23)cc1
    i, 15, -5
- CN(c1ccccc1)S(=O)(=O)c1cccc(C(=O)NCCc2ccc(O)c(O)c2)c1
    i, 10, -4
- CC(CCc1ccccc1)NCC(O)c1ccc(O)c(C(N)=O)c1 (centres undefined)
    i, 8, -30
- CCCCSCCCNC(=S)Nc1ccccc1C
    i, 21, -15
- CCOc1cccc(CNc2nnnn2C)c1
    i, 23, 7
- COc1ccc(O)c(/C=N/Nc2nc3ccccc3[nH]2)c1
    i, 19, -40
- Nc1nc(CN2CCOCC2)cs1
    i, 12, -11
- NC(=O)C1CCN(CC(=O)Nc2ccccc2Sc2ccc(Cl)cc2)CC1
    i, 1, -12
- Cc1cc2nc3c(nc2cc1C)C1(C(=O)O)CCC3(C)C1(C)C (centres undefined)
    i, 26, 10
- CN(C)S(=O)(=O)c1cccc(NC(=S)Nc2ccc(Cl)cc2Cl)c1
    i, 9, 3
- COc1ccc(S(=O)(=O)N(C)C[C@H]2Oc3ccc(NC(=O)Nc4ccccc4)cc3C(=O)N([C@H](C)CO)C[C@@H]2C)cc1
    ., 5, -8
- CCC(C)(C)n1nnnc1CN1CCc2ccccc21
    i, 15, -47
- CC(=O)c1cccc(NC(=O)c2cc(=O)[nH]c3ccc(S(=O)(=O)N4CCOCC4)cc23)c1
    ., 1, -10
- O=C(COC(=O)COc1ccc2c(c1)CCC2)Nc1ccccc1C(F)(F)F
    ., 3, 5
- COc1ccc(CNC(=O)[C@@H](NC(=O)C2CCN(S(=O)(=O)c3ccc(C)cc3)CC2)C(C)C)cc1OC
    i, 6, -22
- COc1ccccc1/C=C/C(=O)NC(=S)Nc1ccc(S(=O)(=O)N(C)c2ccccc2)cc1
    i, 0, -4
- CCN1CNC(=S)N(c2cc(C)ccc2C)C1
    i, 7, -15
- CCOC(=O)c1c(NC(=O)CSc2nc3c(c(=O)n(C)c(=O)n3C)n2CC)sc(C)c1C
    i, 13, -14
- NC(=O)C1CCN(C(=O)N2c3ccccc3Sc3ccccc32)CC1
    i, 8, -29
- CCCC(C)c1nnc(NC(=O)C2CC(=O)N(c3ccc(OCC)cc3)C2)s1 (centres undefined)
    i, 4, -24
- O=C(CCC1CCCCC1)NC1CCCCC1
    ., 7, -28
- Cc1cc(OCC(=O)N2CCN(c3ccccn3)CC2)cc(C)c1Br
    i, 12, -17
- COc1cc(OC)c(C2=NOC(C(=O)NCc3cccnc3)C2)cc1Cl (centres undefined)
    i, 9, -22
- CCCCc1noc(-c2c(-c3ccccc3Cl)noc2C)n1
    i, 15, -11
- Cc1cccc(OCC(=O)N(Cc2ccc(F)cc2)C2CCS(=O)(=O)C2)c1C (centres undefined)
    i, 7, -16
- O=C1NC(c2ccc(Cl)cc2)Oc2ccccc21 (centres undefined)
    i, 1, 5
- Cn1cc(/C=N/NC(=O)c2ccccc2O)c2ccccc21
    i, 33, 5
- CC(=O)Nc1ccc(S(=O)(=O)NC2=C(N3CCN(C)CC3)C(=O)c3ccccc3C2=O)cc1
    i, 68*, -7
- Cc1nc2ccccc2c2nc(NC(=O)C(F)(F)F)nn12
    i, 21, 1
- COc1ccc(N/N=C(/C)c2cnnc(-c3ccccc3)n2)cc1
    i, 8, -19
- CCc1cc2c(=O)c(-c3nc4ccccc4n3C)coc2c(CN2CCOCC2)c1O
    i, 4, -15
- COc1cccc(C(=O)CC(=O)C(=O)Nc2ccc([N+](=O)[O-])cc2C)c1
    i, 6, -30
- CCN(CC)C(=O)N1CCN(c2c([N+](=O)[O-])c(=O)oc3ccccc23)CC1
    ., 2, -2
- Cc1ccc(-n2nc3c(=O)n(CCCC(=O)N4CCC(C)CC4)nc(C)c3c2C)cc1
    i, 9, -30
- Cc1ccc(CNC(=O)C23CN(Cc4ccccc4)CC2C(c2cccc([N+](=O)[O-])c2)=NO3)cc1 (centres undefined)
    i, 17, -21
- Cc1cccnc1CCNC(=O)CCc1nnc(CCc2ccccc2)o1
    i, 3, -38
- O=C1CCCCc2sc(Br)c([N+](=O)[O-])c2N1
    i, 21, -6
- O=C(N/N=C/C=C/c1ccccc1)C1CC1c1ccccc1 (centres undefined)
    i, -5, -20
- CSc1nsc(SCc2ccc(F)cc2)n1
    i, 14, -21
- C=CCNC(=O)c1onc(CSc2ccc(C(C)C)cc2)c1C(=O)O
    i, 32, -8
- Cc1cc(C)nc(-n2ncc3c2CC(c2ccc(C(C)C)cc2)CC3=O)n1 (centres undefined)
    i, 9, -32
- O=S1(=O)CCOCCN1Cc1ccc(Cl)cc1Cl
    i, 20, -12
- CCNC(=O)CCC(=O)Nc1cc(Cl)ccc1C
    i, 12, -7
- Cc1ccc(S(=O)(=O)NCC(=O)OCC(=O)Nc2cccc(S(=O)(=O)N3CCOCC3)c2)cc1
    ., 9, -17
- COC(C/C=C/[C@H](O)[C@@H](C)OCc1ccccc1)OC
    i, 7, -4
- CC[C@@H](C)CN1C(=O)N[C@@H](CCc2ccccc2)C(C(C)=O)=C1C
    i, 8, -9
- O=CN1CCN(C(=O)C(=O)c2cn(CC(=O)N3CCCCC3)c3ccccc23)CC1
    i, 16, -18
- COCCCNC(=S)N(CCCN(C)C)Cc1cc2cc3c(cc2[nH]c1=O)OCCO3
    i, -7, -4
- O=S(=O)(c1ccc(Br)c2ccccc12)N1CCOCC1
    i, 8, -45
- CC1CN(S(=O)(=O)c2ccc(C(=O)Nc3nnc(-c4ccc5c(c4)CCCC5)o3)cc2)CC(C)O1 (centres undefined)
    i, 1, -11

Additional records follow:
Values run as follows: CHT PAM, OX1R antag-1, OX1R antag-2
- CC(C)C(=O)N(Cc1cc2ccccc2[nH]c1=O)C(C)C
    i, 6, -18
- Cc1c(NC(N)=O)c(=O)n(-c2ccccc2)n1C
    i, 4, -3
- O=C1COc2ccc(OCc3ccc(F)cc3)cc21
    i, 7, -5
- CC1CN(Cc2ccccc2)C(C)CC1O (centres undefined)
    i, 24, -7
- CSc1ccc(CCNC(=O)CCc2nnc3ccc(N4CCC5(CC4)OCCO5)nn23)cc1
    i, 9, -35
- O=C(O)C1CCN(S(=O)(=O)c2ccc(N3CCOCC3)c([N+](=O)[O-])c2)CC1
    i, 24, -13
- CC(C)(CNC(=O)c1cccs1)CNC(=O)c1cccs1
    i, 11, -23
- Cn1c(=O)c2c(nc(SCCN3CCOCC3)n2Cc2ccccc2)n(C)c1=O
    i, 11, -27
- Cc1ccc2cccc(OCc3ccc(Br)cc3)c2n1
    i, 0, -29
- O=C(COc1cccc2cccnc12)N/N=C1\SCC(=O)N1Cc1ccco1
    7.2*, 0, -25
- COc1ccccc1N/C(N)=N/c1nc(C)cc(C)n1
    i, 1, -26
- CCCCNS(=O)(=O)c1ccc2nc(SCC(=O)Nc3ccccc3Cl)[nH]c2c1
    i, 14, -24
- Cc1noc2ncnc(Oc3ccc(C(C)(C)C)cc3)c12
    i, 4, -24
- O=C(COc1ccc(-n2cnnn2)cc1)Nc1ccc(F)cc1
    ., 5, -9
- Nc1cc(=O)[nH]c(SCC(=O)Nc2ccc(Cl)c(Cl)c2)n1
    i, 4, 4
- CCOC(=O)C1=C(C)NC(=S)N(C=O)C1c1ccccc1 (centres undefined)
    i, 7, -1
- COCCC(=O)NNS(=O)(=O)c1ccc(Cl)cc1
    i, 16, -14
- Cc1cc(C)c(S(=O)(=O)NC2CC3CCC2C3)c(C)c1 (centres undefined)
    i, 6, -22
- CCOc1ccccc1C(=O)NCC(=O)NNC(=O)c1cccc(S(=O)(=O)Nc2ccc(OC)cc2)c1
    i, 2, -1
- COc1ccc(S(=O)(=O)N2CCCCCC2)cc1C(=O)N(C)CCOc1ccc(Cl)cc1
    i, 16, -21
- CC(/C=C/c1ccccc1)=N/NC(=O)Cn1nnc(N)n1
    i, 9, -13
- NC1=NS(=O)(=O)NC1c1cccc(Cl)c1 (centres undefined)
    i, 8, 2
- CCC(=O)Nc1ccc(C(=O)CSc2nnc(-c3ccccc3F)n2CCc2ccccc2)cc1
    i, 16, -8
- O=C(Nc1ccc2nn(-c3ccccc3)nc2c1)c1ccc2c(c1)OCCO2
    i, 27, -4
- Cc1cn2c(=O)c(C(=O)N3CCN(c4ccccc4F)CC3)cnc2s1
    i, 7, -5
- CC1=NN(C(C#N)c2ccccc2)C(c2ccccc2)C1 (centres undefined)
    i, 7, -7
- CC(=O)Nc1ccc(N=Cc2c(O)ccc3ccccc23)cc1
    i, 11, -8
- NC(=O)c1sc2cc(C(F)(F)F)cnc2c1-c1cccs1
    i, 27, -19
- CC1CCCCC12NC(=O)N(CC(=O)NCCc1ccccn1)C2=O (centres undefined)
    i, 11, -2
- CCc1cccc2c(C(=O)CN3C(=O)NC4(CCCCC4)C3=O)c[nH]c12
    ., 11, -2
- C/C(=N\NC(=O)CSc1ncccn1)c1ccc2c(c1)OCCO2
    i, 8, 2
